Source: PubChem (several laboratories)
CRFR2-BP antag – antagonists of CRF-binding protein/CRF-R2 receptor complex | HEK293 CRF-R2/CRF-BP, CRF-induced calcium fluorescence | inhibition, % at 11.8 µM | 350,000 compounds, 0.59% hits | AID 588475;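 active = inhibition of the ligand-induced calcium signal above about 50% at the single tested concentration, limit read from the data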
CHRM5 agonist – CHRM5 agonism in calcium assay | P08912 | CHO-K1 hM5 cells, Fluo-8 calcium fluorescence; 0% DMSO wells, 100% maximal acetylcholine response | activation, % at 3 µM | 360,000 compounds, 0.19% hits | AID 624037;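 active = activation above the run's mean over test compounds plus 3 SD, cut at about 23% in these data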;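 also: signal is peak over basal fluorescence ratio across the kinetic read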
CRFBP-R2 agonist – CRF-BP/CRF-R2 complex agonism; HEK293 CRF-R2/CRF-BP, calcium dye fluorescence (FLIPR); percent of saturating CRF peptide response; activation, % at 13.2 µM; 350,000 compounds, 0.46% hits; AID 588473;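 active = activation of at least 50%, plus an integration ratio under a set limit after plate pattern correction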;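 also: plate controls were neutral control wells without compound for no effect and CRF at EC100 for full effect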
CHRM5 antagonist – CHRM5 antagonism in calcium assay; 360,000 compounds, 0.59% hits; CHO-hM5 cells, Fluo-8 calcium fluorescence, ACh EC80; inhibition, % at 3 µM;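 active = inhibition above a per-plate cutoff, the mean of that plate's test compounds plus 3 SD, cut at about 27% in these data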;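 also: 0% = acetylcholine EC80 with DMSO and 100% = DMSO without agonist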
M5 PAM – CHRM5 positive allosteric modulation; P08912; CHO-K1 hM5, Fluo-8 calcium, ACh EC20 PAM; 0% = ACh EC20, 100% = ACh EC100; activation, % at 3 µM; 360,000 compounds, 0.3% hits; AID 624038;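 active = activation above the run cutoff, the mean activation of all test compounds plus 3 SD, cut at about 18% in these data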
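Assay system: CHO-K1 hM5 cells / Incubation: Fluo-8 loading 80 min at 37 °C plus 30 min room temperature / Technique: Fluo-8 calcium dye fluorescence, kinetic read / Repeats: single replicate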
M1 PAM parental – counter-screen for M1 PAMs: effect in parental CHO-K1 cells; 360,000 compounds, 0.02% hits; activation, % at 3 µM; ATP EC20, Fluo-8 calcium fluorescence; 0% at ATP EC20, 100% at ATP max;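 active = activation above the run cutoff, the mean activation of all test compounds plus 3 SD, cut at about 40% in these data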;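 also: peak over basal fluorescence ratio in a 140 s read after ATP addition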
TAAR1 antag – antagonists of human TAAR1 | inhibition, % at 3 µM | AID 624466 | CHO RD-HGA16 TAAR1, Fluo-8 calcium fluorescence, antagonist | Q96RJ0 | 360,000 compounds, 1.5% hits;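 active = inhibition above a per-plate cutoff, the mean inhibition of test compounds on that plate plus 3 SD, cut at about 49% in these data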;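 also: 0% = DMSO plus EC80 beta-PEA response and 100% = DMSO alone without agonist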
Target sequence (Q96RJ0 whole entry, looked up): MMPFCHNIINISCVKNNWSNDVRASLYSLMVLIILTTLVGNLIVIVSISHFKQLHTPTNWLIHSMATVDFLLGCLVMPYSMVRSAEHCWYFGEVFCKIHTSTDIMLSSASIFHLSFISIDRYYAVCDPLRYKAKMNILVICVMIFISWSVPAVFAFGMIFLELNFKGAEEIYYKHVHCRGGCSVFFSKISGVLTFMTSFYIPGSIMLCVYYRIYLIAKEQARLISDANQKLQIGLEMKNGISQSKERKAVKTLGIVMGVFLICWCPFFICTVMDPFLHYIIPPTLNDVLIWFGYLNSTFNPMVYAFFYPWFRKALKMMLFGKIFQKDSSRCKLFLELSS
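Assay system: RD-HGA16 CHO cells with stable hTAAR1 and Gα16 / Reagent: EC80 β-phenethylamine stimulus / Doses: 3 µM, single point / Timing: dye loading 75 min at 37 °C, then 30 min room temperature / Measured by: Fluo-8 intracellular calcium dye fluorescence, real-time kinetic reads / Controls: vehicle wells and EC80 agonist wells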
CHRM4 PAM – potentiates acetylcholine response at human M4 receptor; P08173; CHO-K1 hM4/Gqi5, Fluo-8 calcium fluorescence, ACh EC20; 0% = ACh EC20, 100% = maximal ACh; activation, % at 3 µM; 360,000 compounds, 0.4% hits; AID 624126;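 active = activation above its plate's cutoff, the mean activation of sample wells plus 3 SD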; also: some results filed as inactive read as strong as hits
Target sequence (P08173 whole entry, looked up): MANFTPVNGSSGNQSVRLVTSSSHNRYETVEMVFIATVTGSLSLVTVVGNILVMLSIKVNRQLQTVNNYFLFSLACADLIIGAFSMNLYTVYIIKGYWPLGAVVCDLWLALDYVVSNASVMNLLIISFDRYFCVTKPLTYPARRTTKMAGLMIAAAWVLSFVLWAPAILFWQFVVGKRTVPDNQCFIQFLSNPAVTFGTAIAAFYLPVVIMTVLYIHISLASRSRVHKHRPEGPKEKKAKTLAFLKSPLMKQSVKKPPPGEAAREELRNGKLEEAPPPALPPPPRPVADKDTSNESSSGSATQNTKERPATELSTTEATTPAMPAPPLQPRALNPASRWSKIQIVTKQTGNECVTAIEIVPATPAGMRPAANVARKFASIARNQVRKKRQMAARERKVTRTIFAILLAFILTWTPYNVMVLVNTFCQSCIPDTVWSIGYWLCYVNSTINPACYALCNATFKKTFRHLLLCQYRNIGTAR
TAAR1 ag – agonists of human TAAR1 | Q96RJ0 | CHO RD-HGA16 TAAR1, Fluo-8 calcium fluorescence; vehicle wells 0%, saturating PEA agonist 100% | activation, % at 3 µM | 360,000 compounds, 0.99% hits | AID 624467;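 active = activation above the mean activation of all test compounds in the run plus 3 SD, cut at about 38% in these data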
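Assay system – CHO-derived RD-HGA16 cells with stable Gα16 and human TAAR1 · Compound dosing – one-point dosing at 3 µM (nominal) · Incubation – 17-24 h seeding, 75 min 37 °C dye, 30 min RT · Measured by – kinetic Fluo-8 calcium fluorescence · Control set – DMSO vehicle as 0%, PEA at EC100 as 100% · Repeats – single well for each compound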
Starred values were filed as active, the others as inactive; · = not tested or not shown. This is a random part of the collection. Share with any hit: about 4.2%.

Below each compound: CRFR2-BP antag	CHRM5 agonist	CRFBP-R2 agonist	CHRM5 antagonist	M5 PAM	M1 PAM parental	TAAR1 antag	CHRM4 PAM	TAAR1 ag
CCC(C)NCCOCCOc1ccc(Cl)c(C)c1C (stereo not drawn)
  -56	-4	-0.1	-8	2	3	14	-12	9
O=C(Nc1ccc(-c2nc3c(ccc4ccccc43)o2)cc1)c1ccco1
  37	7	1.8	4	6	-10	7	13	4
CC(C)(C)OC(=O)CNC(=O)c1[nH]cnc1C(=O)NCC(=O)OCc1ccccc1
  0	5	-0.2	15	-34	-12	70*	-11	19
CC(C)Cn1c(CN(Cc2ccccc2)Cc2ccccc2)nc2c1c(=O)n(C)c(=O)n2C
  16	-2	-4.3	-3	2	-6	19	0	3
Cc1c(C(=O)NCc2ccc(C(F)(F)F)cc2)sc(=O)n1Cc1ccc(S(=O)(=O)N(C)C)cc1
  ·	6	·	15	-16	6	32	-10	12
CCSc1nnc(NC(=O)C2CCCCC2C(=O)O)s1 (stereo not drawn)
  8	0	-3.8	3	-6	10	2	-1	1
O=C(Nc1nc2ccccc2n1CCN1CCCC1)c1ccc(Cl)cc1
  30	-4	-1.4	3	-4	15	-2	12	4
COC(=O)CNC(=O)Cc1c(F)cccc1Cl
  8	1	5.4	-7	4	11	2	-1	7
O=C(NCc1ccccc1)NC(=O)c1ccncc1
  -26	-1	3.1	5	-1	22	10	11	6
CCC(=O)/C=C1/Sc2ccc(OC)cc2N1CC
  -18	-3	0.3	-4	2	15	-14	11	-3
O=C(c1ccccc1)c1cccn1CC(=O)N1CCN(C2CCCCC2)CC1
  -12	-3	-0.8	8	1	24	-5	6	13
O=C(CCC(=O)N1CCOCC1)Nc1nnc(C2CCCCC2)s1
  -10	2	-0.6	2	-1	10	-3	4	8
COc1ccc(C2NC(=O)C(C#N)=C(S)N2c2ccccc2)cc1OC (stereo not drawn)
  5	-3	-1.9	1	9	-3	-13	1	0
O=C(Nc1cc(Cl)ccc1-n1cncn1)c1ccc(F)c(S(=O)(=O)N2CCOCC2)c1
  11	1	-0.4	1	3	3	-11	0	4
O=C(Nc1ccccc1F)c1ccc2nc(N3C(=O)CCC3=O)sc2c1
  -2	2	0.4	6	-3	-6	10	21	13
CC(=O)Oc1ccc2c(c1)C(=O)c1ccccc1CO2
  -32	-5	1.6	2	-2	-4	12	9	0
COc1ccccc1CC(=O)N1CCN(c2cccc(C(F)(F)F)c2)CC1
  -8	10	-0.2	-3	-1	-12	-4	4	3
Nc1ccccc1SCC(=O)Nc1ccc(N2CCOCC2)cc1
  4	-1	-0.9	-18	9	-4	0	-3	1
Cc1c(C(c2cc(O)ccc2O)c2c(C)n(C)n(-c3ccccc3)c2=O)c(=O)n(-c2ccccc2)n1C
  13	4	-0.4	-2	-4	4	-2	-8	0
CCC1CN(C(=O)NCc2cccc(OC)c2)c2ccccc2O1 (stereo not drawn)
  7	-3	-3.8	1	-3	-4	-11	-8	1
CCCCc1ccc(NC(=O)CC(C)C)cc1
  -2	-7	0.1	-7	10	12	9	7	4
O=C(COc1ccc(/C=N/NC(=O)c2ccc(O)cc2)cc1)Nc1ccc([N+](=O)[O-])cc1
  -4	-2	-1.0	0	-2	13	-6	15	0
Cc1cc(C)n(CC(=O)NNC(=O)CCCOc2ccc(Cl)c(C)c2)n1
  12	-2	-0.8	13	-6	-11	-13	-2	3
CCCCN(C)c1c(C)nc2ccc(C(=O)NCc3ccc4c(c3)OCO4)cn12
  ·	-2	·	5	-6	16	2	-7	8
CC(C)(C)NC(=O)c1ccc2c(c1)N(CC(=O)N1CCN(c3ccccc3F)CC1)C(=O)C(C)(C)O2
  10	0	0.1	1	-1	6	24	-5	6
COC(=O)C1C(O)=C(C=Nc2ccc3ccccc3c2)C(=O)CC1(C)C (stereo not drawn)
  -4	-2	2.6	2	8	5	5	-3	3
O=C(c1cc2c(ccc3ccccc32)oc1=O)N1CCCC1
  4	0	-1.7	-9	9	-6	5	4	5
CCN(c1ccccc1)S(=O)(=O)c1ccc(OCC(=O)Nc2cc(C)on2)cc1
  10	-3	2.4	7	-7	0	23	-6	10
COC(=O)c1ccc(C(=O)N2CCCC(C)(C(=O)NS(=O)(=O)C3CC3)C2)cc1 (stereo not drawn)
  ·	2	·	-3	2	8	-4	-2	0
CCNC(=O)C1(C)CCCN(C(=O)COCc2ccccc2)C1 (stereo not drawn)
  ·	1	·	-2	-1	18	-8	7	1
CC(=O)N(C(C)=O)c1nc2nc(C)cc(C)n2n1
  1	1	0.4	0	8	3	-19	4	5
O=C(CCS(=O)(=O)c1ccccc1)Nc1ccc(N2CCOCC2)cc1
  -2	-2	-1.0	-1	4	13	12	0	0
C=CCNC(=O)c1onc(CSc2ccncc2)c1C(=O)NCC=C
  -7	0	-1.8	4	5	11	-7	15	4
O=C(CCCC(=O)c1ccccc1)Nc1ccc(O)cc1
  19	-5	-8.3	2	2	-6	-7	-7	0
O=C(O)/C=C/c1ccc(S(=O)(=O)N2CCCCCC2)cc1
  45	-4	-6.1	5	-6	11	8	2	5
COCCN(Cc1cc2cc(C)ccc2n2nnnc12)C(=S)Nc1ccc(C)cc1
  0	3	-1.4	12	0	10	-7	-8	12
CNC(=O)CCSSCCC(=O)NC
  38	-3	10	4	-3	14	14	5	0
COc1ccc(S(=O)(=O)NCC2CCCN(C(=O)CN3CCCCC3)C2)cc1 (stereo not drawn)
  8	-5	4.1	2	4	-3	-9	-3	0
Cc1ccc(NC(=O)COC(=O)Cn2cnc3ccccc32)c(C)c1
  1	1	0.7	8	12	19	-2	3	1
COc1cc(OC)c2c(c1)S(=O)(=O)C(c1ccccc1)=C2N
  -84	1	-12	5	5	-19	-6	11	-1
Cc1c(NC(=O)c2nn(C)c(=O)c3ccccc23)c(=O)n(-c2ccccc2)n1C
  4	-1	-2.8	1	1	14	-5	-2	2
COc1ccc(C(=O)Oc2ccc(/C=N/NC(=O)c3ccccc3OC)cc2[N+](=O)[O-])cc1
  -20	1	1.6	8	-8	1	-10	22	-1
Cn1cccc1C(=O)NC(=O)COC(=O)CC12CC3CC(CC(Br)(C3)C1)C2
  -19	0	1.3	-4	-3	17	1	-2	26
CC1=CC(C)(C)NC(=S)N1c1ccc(C)c(C)c1
  14	-3	-7.7	14	-6	-4	-11	14	-2
COC(=O)C(C)Oc1ccc(Oc2nc(Cl)ccc2Cl)cc1 (stereo not drawn)
  27	-5	0.1	-6	0	16	3	-3	8

Whole records, looked up by structure. Order of screens: CRFR2-BP antag, CHRM5 agonist, CRFBP-R2 agonist, CHRM5 antagonist, M5 PAM, M1 PAM parental, TAAR1 antag, CHRM4 PAM, TAAR1 ag
Cc1ccc(NC(=O)COC(=O)Cn2cnc3ccccc32)c(C)c1 is entered as 1, 1, 0.7, 8, 12, 19, -2, 3, 1
CC(=O)N(C(C)=O)c1nc2nc(C)cc(C)n2n1 is entered as 1, 1, 0.4, 0, 8, 3, -19, 4, 5

Carrying on:
Below each compound: CRFR2-BP antag	CHRM5 agonist	CRFBP-R2 agonist	CHRM5 antagonist	M5 PAM	M1 PAM parental	TAAR1 antag	CHRM4 PAM	TAAR1 ag
COCC1CCCN(Cc2nc(C(c3ccccc3)c3ccccc3)no2)C1 (stereo not drawn)
  11	-9	1.0	1	1	22	-21	-4	0
CC1(c2nnnn2Cc2ccccc2)CCC(=O)N1CCOc1ccccc1 (stereo not drawn)
  ·	3	·	3	-1	5	-27	7	6
COc1ccc(CCNc2ncnc3c2oc2ccccc23)cc1OC
  17	7	-2.7	50*	-16	-10	61*	-21	12
COc1ccc(-c2c(-c3ccccc3)n(C)c3ccccc23)cc1
  0	-2	-0.9	2	-1	14	-13	-1	8
O=C(CSc1nccn1Cc1ccc(F)cc1)NC1CCCCC1
  2	-1	-2.5	1	-1	19	-2	1	3
COc1ccc(C(=O)Nc2cc(C(F)(F)F)ccc2Cl)cc1OC
  4	-8	0.7	5	2	28	3	2	12
Cc1cc2c3c([nH]c2cc1S(=O)(=O)NCc1ccc(CN2CCCCCC2)o1)CCCC3=O
  6	-11	1.2	1	-3	7	-6	-27	12
CSc1ccc(NC(=O)Nc2cccn(Cc3ccccc3F)c2=O)cc1
  -9	-5	1.0	3	-4	11	6	-9	-1
COCCN(C(=O)Cc1cccs1)C(C(=O)NC1CCCC1)c1ccc(OC)c(OC)c1 (stereo not drawn)
  5	-1	-1.6	-3	-1	19	-2	-1	0
CCc1ccc(CSc2nccn2-c2ccccc2)cc1
  23	-7	0.1	0	-3	12	27	-4	25
O=C(NCc1ccc(Cl)cc1)C1CCC(=O)N(C2CC2)C1 (stereo not drawn)
  4	-3	-0.1	13	-4	-9	-3	-1	5
O=C(CSc1cn(CCNC(=O)c2c(F)cccc2F)c2ccccc12)NCC1CCCO1 (stereo not drawn)
  6	5	0.7	4	-10	-12	16	-2	2
CCOc1cc(O)c(-c2[nH]ncc2-c2nc(C)cs2)cc1CC
  5	5	0.2	7	3	16	18	-9	0
Cc1ccc(CNC(=O)COc2ccc(S(=O)(=O)N3CCCC3)cc2)cc1
  -5	0	-0.6	4	0	-4	-19	4	7
N=c1c2c(-c3ccccc3)c(-c3ccccc3)n(Cc3ccco3)c2ncn1CCN1CCOCC1
  -40	-6	0.3	12	-10	20	-19	-17	16
CCOC(=O)Nc1sc2c(c1C(N)=O)CCC(C)C2 (stereo not drawn)
  -2	-4	-3.0	-9	5	7	-2	-3	-1
Cc1noc(C)c1NC(=O)N(C)C[C@H]1Oc2ccc(NS(=O)(=O)c3cn(C)cn3)cc2C(=O)N([C@H](C)CO)C[C@@H]1C
  4	-2	-0.2	5	9	19	-3	6	6
Cc1c(N=C(N)/N=C(\N)Nc2ccccc2)c(=O)n(-c2ccccc2)n1C
  3	-7	-0.6	-11	0	-7	-1	-13	3
C=CCN(C(=O)c1csnn1)C(C(=O)NC1CCCC1)c1cccs1 (stereo not drawn)
  -7	-3	-0.9	-3	9	-9	6	-1	-5
CCOC(=O)c1nn(-c2cccc(C)c2)c2nc(-c3ccccc3)c(C#N)c(=O)n12
  31	-1	1.8	2	-2	-5	-21	-6	-5
O=C1CCC(C(=O)OCC(=O)Nc2cc(Cl)ccc2F)=NN1
  -2	1	-3.3	4	6	-3	2	0	1
Cn1c(=O)cc(SCC(=O)NCCCN2CCOCC2)c2ccc(Cl)cc21
  4	-2	-0.1	2	0	-28	0	-3	5
COc1cccc(C2CC(c3ccc(Cl)cc3Cl)Nc3nc(N)nn32)c1 (stereo not drawn)
  -10	6	19	-5	-4	14	0	-1	17
